AID inhibitor – blocks human AID cytidine deaminase activity; Q9GZX7; AID deamination FRET fluorescence, UDG-coupled, 4 h; Potency, µM (doses to about 115 µM), without a hit: at the highest dose activity change, negative = inhibition, most hits filed as inhibitors; 91,000 tested, 0.32% active; note: nearly all actives have a fitted effect of over 25% in size
Target sequence (Q9GZX7 whole entry, looked up): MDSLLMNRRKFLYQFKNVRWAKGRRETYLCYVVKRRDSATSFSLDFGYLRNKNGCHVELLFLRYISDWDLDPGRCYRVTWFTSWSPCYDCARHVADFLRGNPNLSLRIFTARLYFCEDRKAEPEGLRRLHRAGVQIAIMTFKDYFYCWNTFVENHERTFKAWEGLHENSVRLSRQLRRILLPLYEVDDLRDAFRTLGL
UDG counter – blocks uracil-DNA glycosylase in AID counter-screen. FRET deamination/UDG coupled assay, UDG read, 4 h. Potency, µM (doses to about 115 µM), without a hit: top-dose activity change, negative = inhibition, most hits filed as inhibitors. 91,000 tested, 0.14% active; note: nearly all actives have a fitted effect of over 65% in size
The depositor's hits bear a star; ? = inconclusive; [ ] = dose if it differs, or a comment. Calls come from the whole dose curve; as a rule, active = well fitted curve in the direction sought with a large enough effect; inconclusive = small, poorly fitted or top-dose-only effect, or another doubt; inactive = no such curve, though single readings can be large; an effect the other way counts as inactive or inconclusive. % is set by controls: 0 for no effect and ±100 for the full control effect; potency is the fitted concentration of half-maximal effect. These rows are one share of the data. The share of hits here may be higher or lower than overall.

SMILES	AID inhibitor	UDG counter
CCOC(=O)c1cnc2c(ccc3ccccc32)c1Nc1ccc(C(C)=O)cc1	0%	-2%
CC1(C)Cc2ccccc2C(C2=C(O)CCCC2=O)=N1	7%	1%
O=C(CCNC(=O)c1cccs1)Nc1cccnc1N1CCCC1	5%	3%
CCn1cc(C(=O)NCCOC)c(=O)c2cc(S(=O)(=O)N3CCOCC3)ccc21	7%	-6%
COC(=O)c1cc(F)ccc1NC(=O)N1CCc2[nH]cnc2C1c1ccc(Cl)cc1 (centres undefined)	1%	3%
Cc1cc(C)cc(NC(=O)CSc2cc(C)[nH]c(=O)n2)c1	37%[activator]	-4%
Cc1ccc(CNC(=O)C2CCN(S(=O)(=O)c3c(C)noc3/C=C/c3c(C)cc(C)cc3C)CC2)cc1	-25%	-6%
CSc1ccc(/C=C/C(=O)c2ccc(N(C)C)cc2)cc1	-12%	-8%
Cc1cc(C(=O)OCC(=O)N2CCOCC2)c2ccccc2n1	0%	-5%
COc1cc2c(cc1OC)C(c1ccc(Cl)cc1)N(c1cccc(C#N)c1)C(=O)C2 (centres undefined)	-28%	?
Nc1nccnc1C(=O)NCc1ccc(-c2ccc(F)cc2)o1	5%	4%
CN1C(=O)Cc2cc(-c3csc(-c4ccccc4)n3)ccc21	44%[activator]	?
CC1CCCCN1C(=O)CCS(=O)(=O)c1cc2c(cc1Cl)NC(=O)CO2 (centres undefined)	26%	10%
Cc1ccc2c(CN(Cc3ccco3)Cc3ccco3)cc(=O)oc2c1C	0%	-6%
Cc1cccc(NC(=O)c2sc3cccc(Cl)c3c2Cl)c1	-18%	-11%[57.5 µM]
COCCCNC(=O)c1ccc(Cn2c(=O)c3ccccc3n(CC(=O)Nc3c(C)cccc3C)c2=O)cc1	-14%	-10%
CCOCCCNC(=O)c1[nH]c2cc(C)ccc2c1Sc1ccc(Cl)cc1	23%	-3%
O=C(OCc1ccccc1)c1ccc(C(=O)c2ccccc2)cc1	-2%	-1%
O=C(COC(=O)c1cccs1)c1ccc2c(c1)-c1ccccc1C2	43%[activator]	2%
Nc1nccnc1C(=O)NCCCc1ccccc1	-1%	-3%
COc1ccccc1NC(=O)C1=C(C)Nc2nc(SCc3ccccc3F)nn2C1c1ccncc1 (centres undefined)	18%	4%
CC(C)(C)C(=O)NC1(C(F)(F)F)NC(=O)N(c2ccc(F)cc2)C1=O (centres undefined)	3%	-5%
COc1cccc(C(=O)Nc2nc3ccc(S(=O)(=O)N4CCCC4)cc3s2)c1	-1%	11%
CCOc1ccc(NC(=O)CCn2cnc3onc(-c4ccc(F)cc4)c3c2=O)cc1	2%	2%
Cn1nc(C(=O)N2CCOCC2)cc1C(=O)Nc1ccc(Cl)cc1Cl	4%	12%
CCOc1ccc(C(=O)c2cn(Cc3ccccc3)c3c(F)cc(F)cc3c2=O)cc1	?	-22%
Cc1ccc(NC(=S)NCc2ccccc2)c(Br)c1	1%	3%
COc1ccc(-c2cc3ccc(OC(=O)C(C)(C)C)cc3oc2=O)cc1OC	-2%	-2%
CCOC(=O)c1c(C)n(-c2ccccc2)c2ccc(OC(=O)c3ccccc3NC(=O)C(C)C)cc12	?	-8%
COc1ccc(CCNC(=O)Cc2c(C)c3cc4c(C)coc4cc3oc2=O)cc1OC	9%	8%

As a short view, 25 of the compounds above.
SMILES	AID inhibitor	UDG counter
CCOC(=O)c1cnc2c(ccc3ccccc32)c1Nc1ccc(C(C)=O)cc1	0%	-2%
CC1(C)Cc2ccccc2C(C2=C(O)CCCC2=O)=N1	7%	1%
O=C(CCNC(=O)c1cccs1)Nc1cccnc1N1CCCC1	5%	3%
CCn1cc(C(=O)NCCOC)c(=O)c2cc(S(=O)(=O)N3CCOCC3)ccc21	7%	-6%
COC(=O)c1cc(F)ccc1NC(=O)N1CCc2[nH]cnc2C1c1ccc(Cl)cc1 (centres undefined)	1%	3%
Cc1cc(C)cc(NC(=O)CSc2cc(C)[nH]c(=O)n2)c1	37%[activator]	-4%
Cc1ccc(CNC(=O)C2CCN(S(=O)(=O)c3c(C)noc3/C=C/c3c(C)cc(C)cc3C)CC2)cc1	-25%	-6%
CSc1ccc(/C=C/C(=O)c2ccc(N(C)C)cc2)cc1	-12%	-8%
Cc1cc(C(=O)OCC(=O)N2CCOCC2)c2ccccc2n1	0%	-5%
COc1cc2c(cc1OC)C(c1ccc(Cl)cc1)N(c1cccc(C#N)c1)C(=O)C2 (centres undefined)	-28%	?
Nc1nccnc1C(=O)NCc1ccc(-c2ccc(F)cc2)o1	5%	4%
CN1C(=O)Cc2cc(-c3csc(-c4ccccc4)n3)ccc21	44%[activator]	?
CC1CCCCN1C(=O)CCS(=O)(=O)c1cc2c(cc1Cl)NC(=O)CO2 (centres undefined)	26%	10%
Cc1ccc2c(CN(Cc3ccco3)Cc3ccco3)cc(=O)oc2c1C	0%	-6%
Cc1cccc(NC(=O)c2sc3cccc(Cl)c3c2Cl)c1	-18%	-11%[57.5 µM]
COCCCNC(=O)c1ccc(Cn2c(=O)c3ccccc3n(CC(=O)Nc3c(C)cccc3C)c2=O)cc1	-14%	-10%
CCOCCCNC(=O)c1[nH]c2cc(C)ccc2c1Sc1ccc(Cl)cc1	23%	-3%
O=C(OCc1ccccc1)c1ccc(C(=O)c2ccccc2)cc1	-2%	-1%
O=C(COC(=O)c1cccs1)c1ccc2c(c1)-c1ccccc1C2	43%[activator]	2%
Nc1nccnc1C(=O)NCCCc1ccccc1	-1%	-3%
COc1ccccc1NC(=O)C1=C(C)Nc2nc(SCc3ccccc3F)nn2C1c1ccncc1 (centres undefined)	18%	4%
CC(C)(C)C(=O)NC1(C(F)(F)F)NC(=O)N(c2ccc(F)cc2)C1=O (centres undefined)	3%	-5%
COc1cccc(C(=O)Nc2nc3ccc(S(=O)(=O)N4CCCC4)cc3s2)c1	-1%	11%
CCOc1ccc(NC(=O)CCn2cnc3onc(-c4ccc(F)cc4)c3c2=O)cc1	2%	2%
Cn1nc(C(=O)N2CCOCC2)cc1C(=O)Nc1ccc(Cl)cc1Cl	4%	12%

Next part:
SMILES	AID inhibitor	UDG counter
CCOC(=O)c1c(S(=O)(=O)N2CCC(C(=O)Nc3ccc(C)c(Cl)c3)CC2)c(C)n(C)c1C	3%	10%
CCOc1ccc(N(C(C)C(=O)N(C)Cc2ccccc2)S(C)(=O)=O)cc1 (centres undefined)	-17%	-19%
O=C(NC1CCCC1)c1csc2ccccc12	4%	6%
CCOC(=O)c1c(C)n(-c2ccccc2)c2ccc(OC(=O)c3ccccc3)cc12	?	-19%
COc1ccc(C2(Nc3cccc(C(=O)O)c3C)C(=O)c3ccccc3C2=O)cc1	45%[activator][57.5 µM]	10%[57.5 µM]
O=C(Cc1cccc(F)c1)N(Cc1ccco1)C1CC1	-2%	2%
COc1ccc(-c2nc3ccccc3o2)cc1NC(=O)c1cccnc1	31%[activator]	16%
Cc1cc(C)c(C(=O)Nc2ccccc2C)c(SCC(=O)NC2CCCCC2)n1	-8%	-5%
COC(=O)/C(C#N)=C\c1cc(Br)ccc1OCc1c(Cl)cccc1Cl	-9%	-7%
COc1cc(OC)c(NC(=O)c2cn(C)c(=O)c3cc(OC)c(OC)cc23)cc1Cl	40%[activator]	6%
CCOc1ccc(NC(=O)CC2C(=O)OCCN2CC)cc1 (centres undefined)	14%	-16%
O=C(O)CNC(=O)c1ccc(-c2ccccc2)cc1	-1%	-2%
CN1C(=O)N(c2ccc(Cl)cc2)C(C)(O)CC1(C)C (centres undefined)	2%	3%
CCOc1cc(C2C(C(=O)OC)=C(C)NC3=C2C(=O)c2ccccc23)ccc1OCc1ccccc1 (centres undefined)	-8%	-14%
O=C(c1ccc2ccccc2n1)N(Cc1cccs1)C1CC1	-9%	-8%
O=C(CSCc1cnn(-c2ccccc2)c1-n1cccc1)Nc1ccc(F)cc1F	-23%	-9%[57.5 µM]
CCC(CC)NC(=O)N(C)Cc1ccccc1	-1%	2%
CCOc1ccc(NC(=O)c2oc3ccccc3c2NC(=O)C(C)(C)C)cc1	-4%	-10%
CC(=O)Nc1ccc(S(=O)(=O)[C@H]2CS(=O)(=O)C[C@@H]2N2CCOCC2)cc1	0%	0%
CCOc1ccc(N(CC)S(=O)(=O)N2CCCC(C(=O)NCc3ccccc3OCC)C2)cc1 (centres undefined)	?	-18%
CC(=O)Nc1ccc(OCc2cc(=O)n3ccccc3n2)cc1	6%	0%
CS(=O)(=O)NN1C(=O)c2ccccc2NC1c1ccco1 (centres undefined)	-10%	-11%
CCC(C)NC(=O)c1ccc2c(c1)N(Cc1ccccc1)C(=O)c1ccccc1S2(=O)=O (centres undefined)	-23%	-12%
COCCCNC(=O)CCc1c(C)nc2cc(-c3ccc(Cl)cc3)nn2c1C	4%	-2%
Cc1nc(/C=C/C(=O)N2CCCCCC2)cs1	-1%	0%
Cn1c(=O)c2c(-c3ccc(Cl)cc3)n(Cc3ccc(Cl)cc3)cc2n(C)c1=O	?	-17%
COc1ccc2cc(-c3nc4ccc(C(=O)O)cc4[nH]3)c(=O)oc2c1	8%	-8%
CCN(CC)C(=O)c1cn(CCC#N)nc1-c1cccc(Cl)c1	-5%	3%
CCc1ccc(S(=O)(=O)c2cn(CC)c3cc(N4CCOCC4)c(F)cc3c2=O)cc1	?	6%
CC(NC(=O)c1ccc2c(c1)CCCC2)c1ccccc1 (centres undefined)	4%	-2%
CCCCN(CC)CCCNC(=O)c1cn(CC)c2ccc(S(=O)(=O)N3CCOCC3)cc2c1=O	9%	-2%
COc1cc(C)ccc1OCCSc1nc2ccc(NC(C)=O)cc2s1	-18%	-9%
CNC(=S)NNC(=O)c1csc(C(C)C)c1	3%	6%
COC(=O)CN1C(=O)CSc2ccc(S(=O)(=O)Nc3c(C)cc(C)cc3C)cc21	0%	0%[57.5 µM]
CCOc1ccc(CNC(=O)C2CCN(S(=O)(=O)c3ccc4c(ccn4C)c3)CC2)cc1	-4%	3%
COc1ccc(CNC(=O)Cc2n[nH]c(=O)c3ccccc23)cc1	2%	-2%
Cc1cccc(NC(=O)C2CCCN(S(=O)(=O)c3c(C)[nH]c(=O)[nH]c3=O)C2)c1C (centres undefined)	-3%	-12%
CCc1ccc(NC(=O)CCS(=O)(=O)c2ccc3c(c2)oc(=O)n3C)cc1	-6%[57.5 µM]	-3%[57.5 µM]
Cc1ccc(-c2nc(CNC(=O)C(C)Oc3ccccc3F)cs2)cc1 (centres undefined)	-7%	0%
COc1cc(Cl)c(C)cc1NC(=O)Cn1c2ncccc2c(=O)n1-c1ccccc1	37%[activator]	-2%
Cc1ccc(-c2nc3cccnc3s2)cc1NC(=O)Cc1ccccc1	18%	-10%
COCC(C)NC(=O)c1cnn2c(C(F)F)cc(-c3ccccc3)nc12 (centres undefined)	4%	2%
CCc1cccc(C)c1Nc1c(-c2ccc(N3CCOCC3)cc2)nc2ncccn12	-25%	-10%
Cc1ccc(C(c2cccc([N+](=O)[O-])c2)c2ccc(C)s2)s1	-11%	-1%
CC(C)NC(=O)c1ccc2c(c1)nc1n2CCCCC1	3%	5%[57.5 µM]

Single values from the entries so far:
For AID inhibitor, COC(=O)CN1C(=O)CSc2ccc(S(=O)(=O)Nc3c(C)cc(C)cc3C)cc21 has 0%
For UDG counter, O=C(Cc1cccc(F)c1)N(Cc1ccco1)C1CC1 has 2%

Following part:
SMILES	AID inhibitor	UDG counter
COC(=O)c1c(-c2ccc(Cl)cc2)noc1N1CCN(c2ccc(OC)cc2)CC1	-7%	5%
CCN(CC)c1cc(C)c2cc(NC(=O)/C=C/c3ccccc3Cl)ccc2n1	?	-9%
COc1ccc(CCNC(=O)Cn2c(=O)n(-c3ccccc3)c(=O)c3c(C)c(C)sc32)cc1OC	-12%	0%
CCOc1ccc(C(=O)Nc2cc(C(F)(F)F)ccc2Cl)cc1Cl	4%	2%
Cc1cc(C)cc(Oc2nc3c(C)cccn3c(=O)c2/C=C(\C#N)c2nc3ccccc3s2)c1	15%[57.5 µM]	-9%[57.5 µM]
CC(C)n1nc(C(=O)Nc2ccc(S(=O)(=O)N(C)C)cc2)c2ccccc2c1=O	-5%	0%
C/C(=N/O)c1cc(Cl)ccc1O	2%	-2%
O=C(OCC(=O)N1CCc2ccccc21)c1n[nH]c(=O)c2ccccc12	-15%	-1%
Cn1c(=O)cc(OCC(=O)N2CCN(c3ccccc3F)CC2)c2ccccc21	5%	-3%
O=C(Nc1ccc(-c2ccccc2)cc1)c1ccccc1F	-7%	0%
O=C(O)C1(c2cccc(Br)c2)CCOCC1	2%	8%
Cc1cccc(Cn2c(SCc3ccc(C(=O)NC4CCCC4)cc3)nc3cccnc32)c1	-19%	-21%
O=C(NCc1ccccc1)c1cccn1-c1nnc(N2CCCCC2)s1	2%	5%
COc1cc2[nH]c(=O)n(Cc3ccc(C(=O)NCc4ccc(C)cc4)cc3)c(=O)c2cc1OC	5%	-10%
O=C(CNC(=O)c1ccc(F)cc1)OCc1cc(=O)n2nc(C3CCCCC3)sc2n1	3%	9%
O=C(NCc1cccc(C(F)(F)F)c1)C1CCN(C(=O)/C=C/c2ccccc2)CC1	-8%	-5%

Assay outcomes from PubChem.
